RGS4 inhibitor: blocks human RGS4-accelerated GTP hydrolysis; Potency, µM (highest dose often 114 µM), without a hit: top-dose activity change, negative = inhibition, actives largely listed as inhibitors; hit rate 0.039% among 390,000; Transcreener GDP fluorescence polarization, RGS4-accelerated GTP hydrolysis; also: % is scaled to controls: 0 for no effect and ±100 for the full control effect; nearly all actives have a fitted effect of over 75% in size; some results filed as inactive show a strong effect at the top dose
Target sequence (P49798 whole entry, looked up): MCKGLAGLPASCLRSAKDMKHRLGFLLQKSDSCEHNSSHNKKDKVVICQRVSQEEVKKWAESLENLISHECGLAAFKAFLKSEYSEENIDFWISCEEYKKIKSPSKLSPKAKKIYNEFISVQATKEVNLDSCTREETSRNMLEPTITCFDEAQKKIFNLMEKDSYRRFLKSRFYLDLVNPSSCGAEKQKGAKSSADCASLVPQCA
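MLSMR compounds (23 nl, pin-transferred) preincubated 10 min at room temperature with a 500nM (2x) first reagent, then RGS4 at 900nM (2x) plus Transcreener GDP mix added; fluorescence polarization (620/688 nm) read before and after 90 min at 30 °C.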
JMJD2A Tudor inh: JMJD2A Tudor domain (human) inhibition | O75164 | AlphaScreen JMJD2A-Tudor / H3K4me3 peptide binding | Potency, µM (top dose mostly 114 µM), without a hit: at the top dose activity change, negative = inhibition, actives largely listed as inhibitors | hit rate 4.4% among 390,000; also: % is scaled to controls: 0 for no effect and ±100 for the full control effect; nearly all actives have a fitted effect of over 50% in size
Pin1 inhibitor: blocks the human prolyl isomerase Pin1; Pin1 FP peptide displacement, HiFluor488, 10 min; Q13526; AID 504891; hit rate 0.009% among 390,000; Potency, µM (series often up to 115 µM), for the others: at the top dose activity, negative = inhibition, most hits filed as inhibitors; active = well fitted inhibition curve with a large enough effect in the polarisation, with a control signal flat, not every such curve was filed as active; inconclusive = small, poorly fitted or top-dose-only effect, or effect the other way, or a change in a side signal; inactive = no such curve, though single readings can be large or run the other way; the % refers to the polarisation; also: % is scaled to controls: 0 for no effect and ±100 for the full control effect
Target sequence (Q13526 whole entry, looked up): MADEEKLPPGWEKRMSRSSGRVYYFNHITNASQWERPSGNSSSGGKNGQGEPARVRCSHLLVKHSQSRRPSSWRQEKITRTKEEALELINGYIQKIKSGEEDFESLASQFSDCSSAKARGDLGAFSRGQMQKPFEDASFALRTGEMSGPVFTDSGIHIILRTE
TrxR1 inh: rat TrxR1 inhibition. O89049. recombinant rTrxR1, NADPH fluorescence consumption, selenite substrate. Potency, µM (top dose mostly 114 µM), for inactives: at the highest dose activity change, negative = inhibition, hits mostly inhibitors. hit rate 1% among 390,000; also: % is scaled to controls: 0 for no effect and ±100 for the full control effect; nearly all actives have a fitted effect of over 65% in size
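Rat TrxR1 (90 nM in the dispensed reagent) was pre-reduced with 400 uM NADPH for 5 min at room temperature, then incubated with compound for 15 min. After 400 uM selenite was added, NADPH fluorescence (Ex 340/Em 450 nm) was followed for 8 min.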
GLS inh: blocks human kidney-isoform glutaminase activity | O94925 | GLS enzymatic activity, qHTS titration | Potency, µM (doses to about 45.5 µM), without a hit: at the top dose activity change, negative = inhibition, actives largely listed as inhibitors | hit rate 0.21% among 410,000 | AID 624170; also: % is scaled to controls: 0 for no effect and ±100 for the full control effect
Target sequence (O94925 whole entry, looked up, canonical isoform): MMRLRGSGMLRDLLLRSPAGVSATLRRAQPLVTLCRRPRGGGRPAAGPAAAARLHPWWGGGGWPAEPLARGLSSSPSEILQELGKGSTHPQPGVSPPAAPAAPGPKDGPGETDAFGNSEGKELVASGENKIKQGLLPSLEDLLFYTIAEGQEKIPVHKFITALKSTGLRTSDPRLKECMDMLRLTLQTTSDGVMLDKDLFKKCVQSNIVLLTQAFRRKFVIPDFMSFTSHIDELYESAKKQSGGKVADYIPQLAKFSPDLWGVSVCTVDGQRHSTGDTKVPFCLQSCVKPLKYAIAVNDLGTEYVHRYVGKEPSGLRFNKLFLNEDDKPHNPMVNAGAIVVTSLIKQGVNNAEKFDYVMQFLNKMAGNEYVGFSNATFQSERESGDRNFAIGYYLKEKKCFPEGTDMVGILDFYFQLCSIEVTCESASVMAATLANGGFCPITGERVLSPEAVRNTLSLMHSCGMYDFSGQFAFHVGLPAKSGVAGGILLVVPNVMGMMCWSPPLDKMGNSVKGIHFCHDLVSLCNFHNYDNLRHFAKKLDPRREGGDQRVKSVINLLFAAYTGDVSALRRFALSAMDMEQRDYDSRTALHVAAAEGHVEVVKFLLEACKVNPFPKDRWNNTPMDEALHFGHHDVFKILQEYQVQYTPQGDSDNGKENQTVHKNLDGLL
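Read-out is an Amplex red fluorescence increase coupled through glutamate oxidase and HRP, measured before and after 30 min room-temperature incubation. hKGA is in 45 mM KH2PO4 (pH 8.2) with 0.02% Tween-20; glutamine added as 1mM solution.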
ERG Ets-DNA blk: blocks human ERG Ets domain binding to DNA; P11308; fluorescence polarization, His-ERG Ets domain / labelled DNA; Potency, µM (top dose mostly 76.9 µM), for inactives: at the highest dose FP activity, negative = inhibition, usual class: inhibitors; hit rate 0.028% among 370,000; AID 624246; active = well fitted inhibition curve with a large enough effect in the polarisation, with a control signal flat; inconclusive = small, poorly fitted or top-dose-only effect, or effect the other way, or a change in a side signal; inactive = no such curve, though single readings can be large or run the other way; the % refers to the polarisation;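 also: polarization taken with two DNA probes labelled with fluorescein and Texas red; % of control where 0% means no effect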
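His-tagged ERG Ets domain (1 uM in the protein solution; 300mM KCl, 50mM Tris-HCl, 1mM EDTA, 1mM DTT, pH 7.5) received compound, then a probe mix of 5 nM fluorescein-DNA and 100nM Texas-615-DNA. Fluorescence polarization was read for both dyes.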
HP1b chromo inh: inhibitors of HP1-beta chromodomain binding to methylated histone tails; P83916; AlphaScreen HP1-beta / biotin-H3K9me3 peptide binding; Potency, µM (titrated, usually from 114 µM), for inactives: at the top dose activity change, negative = inhibition, hits mostly inhibitors; hit rate 0.56% among 390,000; AID 540317; also: nearly all actives have a fitted effect of over 70% in size; inactives centre near 23
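Compound inhibition of the preformed complex between 50 nM HP1-beta and 50 nM biotinylated H3K9me3 peptide was read by AlphaScreen. Buffer was PBS pH 7.4 with 0.01% Tween-20. Incubations ran 30 min at room temperature, with 10 ug/mL donor/acceptor beads.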
12-LOX inh: ALOX12 (human) lipoxygenase inhibition. P18054. purified 12hLO, xylenol orange hydroperoxide absorbance. hit rate 1.1% among 580,000. Potency, µM (top dose mostly 108 µM), without a hit: at the top dose activity change, negative = inhibition, hits mostly inhibitors; also: % is scaled to controls: 0 for no effect and ±100 for the full control effect
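Purified human 12hLO (150 nM final) in 25 mM Hepes, 0.01% Triton X-100, pH 7.0 was preincubated 15 min at room temperature with compound. Then 40 uM arachidonic acid was added, 30 min. Hydroperoxide was read by Fe-XO absorbance ratio 573/405 nm.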
PGK inhibitor: T. brucei PGK inhibition. AID 602233. P07378. hit rate 0.043% among 380,000. PGK/GAPDH coupled, Kinase-Glo luminescence, 60 min. Potency, µM (titrated, usually from 57.5 µM), for inactives: top-dose activity change, negative = inhibition, hits mostly inhibitors; also: % is scaled to controls: 0 for no effect and ±100 for the full control effect; nearly all actives have a fitted effect of over 60% in size
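Luminescent ATP detection (Kinase-Glo Plus) follows a 60-minute room-temperature incubation, with wells lacking PGK as controls. Buffer: 100 mM TEA (pH 7.6), 5 mM MgCl2, 0.01% Tween-20. Coupling enzyme GAPDH (100 nM final) supplies unstable 1,3-BPG in-well.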
* hit, by the source's call; i = inactive; ? = inconclusive; nt = no result given; & = joins results of further samples; [ ] = another dose, or the depositor's remark. Unless noted, calls follow the shape of the dose curve; as a rule, active = well fitted curve in the direction sought with a large enough effect; inconclusive = small, poorly fitted or top-dose-only effect, or another doubt; inactive = no such curve, though single readings can be large; an effect the other way counts as inactive or inconclusive. Potency is read from the fitted curve at half-maximal effect. A portion of the library; the hit share may differ from the screen's.

SMILES	RGS4 inhibitor	JMJD2A Tudor inh	Pin1 inhibitor	TrxR1 inh	GLS inh	ERG Ets-DNA blk	HP1b chromo inh	12-LOX inh	PGK inhibitor
Cc1ccccc1Nc1nnc(SCC(=O)NCc2cccs2)s1	-27%	-17%	6%	-14%	22%	-2%	21%	5%	i
O=C(O)c1cc2c(s1)CCCC2	-50%	-12%	3%	17%[57.1 µM]	6%	2%	23%	-2%	-2%
O=C(COc1nnnc2ccccc12)N1CCCc2ccccc21	-3%	-11%	6%	4%	-11%	-8%	37%[activator]	0%	-11%
CC(C)n1cnc2cc(NC(=O)c3ccco3)ccc21	1%	-15%	-2%	17%	-1%	-8%	-3%	-17%	-2%
CN(CCC#N)C(=O)Cn1nc(Cc2ccncc2)c2ccccc2c1=O	15%	-14%	-6%	15%[57.1 µM]	3%	12%	28%	18%	-4%
CN(C)S(=O)(=O)c1cccc(C(=O)OCC(=O)N2CCCC2=O)c1	10%	-10%	-4%	-18%	-9%	-8%	19%	-11%	-2%
S=c1[nH]nc(COc2ccccc2)n1/N=C/c1ccccn1	-31%	4µM*	-12%	-27%	14%	1%	-13%	1.6µM*	6%
COc1ccc(NC(=O)c2sc3ncn(CC(=O)N4CCN(c5ccccn5)CC4)c(=O)c3c2C)c(OC)c1	-16%	16%	-5%	-5%	-10%	-2%	31%	2%	-4%
COc1cccc(NC(=O)C(OC(=O)/C=C/c2ccc3c(c2)OCO3)c2ccccc2)c1 (stereo not given)	18%	-7%	44%[activator]	-10%	nt	-1%	14%	0%	-2%
COC(=O)c1sc2nc(SCc3cccc(F)c3)n(N)c(=O)c2c1C	14%	-5%	3%	30%	3%	-4%	30%	2%	3%
CCOC(=O)c1cnc2ccc(OC)cc2c1NCCc1ccc(OC)c(OC)c1	-6%&20%	2%&-5%	?	?	2%&2%	-4%&-13%	53%&71%[activator]	2%&2%	3%
CCC1(CCC(C)C)SC(N)=NC1=O (stereo not given)	-6%	-6%	1%	15%[57.1 µM]	-5%	0%	33%	1%	i
Cc1ccc(-c2ccc(CCC(=O)O)n2-c2ccc(C)c(Cl)c2)cc1	-31%	?	nt	?	13%	7%	-19%	?	0%
C[C@H](CO)N1C[C@H](C)[C@@H](CN(C)S(=O)(=O)c2cccs2)Oc2c(NC(=O)Nc3ccc4c(c3)OCO4)cccc2C1=O	-10%	-34%	?	11%[57.1 µM]	20%	3%	12%	-18%	0%
COc1ccc(CCN2CC(C(=O)NCCc3ccc(C(F)(F)F)cc3)CCC2=O)cc1 (stereo not given)	-19%	-9%	-3%	7%	0%	7%	52%[activator]	3%	-14%
Cc1nnc(NC(=O)CSc2ncnc3scc(-c4ccccc4)c23)s1	3%	-21%	37%[activator]	16%[57.1 µM]	-1%	-11%	10%	-17%	-8%
O=C(Nc1ccc(Cl)c(C(F)(F)F)c1)C(Cc1ccccc1)NS(=O)(=O)c1ccc(Br)s1 (stereo not given)	-8%	-9%	0%	24%	-1%	2%	22%	-26%	-3%
COc1cccc(NC(=S)N/N=C2\CC(C)(C)Oc3ccc(O)cc32)c1	0%	?	1%	-3%	26%	5%	?	32µM*	nt
Cc1cccc(-c2noc(CCC(=O)N3CCN(c4cc(C)ccc4C)CC3)n2)c1	2%	6%	4%	11%	-2%	5%	89%[activator]	-20%	-1%
COc1ccc(Cl)cc1C(=O)NNC(=O)c1ccncc1	-8%	-14%	-1%	9%	0%	-3%	45%[activator]	2%	-2%
CC(C)C[C@H](NC(=O)Nc1ccc(Oc2ccccc2)cc1)C(=O)O	-6%	-1%	12%	-9%	8%	nt	35%	-12%	-3%
CCOc1ccc(N2CC(C(=O)N3CCc4ccccc43)CC2=O)cc1 (stereo not given)	2%	-13%	-12%	10%	-7%	6%	19%	13%	2%
COc1ccc(OC)c(CCNC(=O)CCCn2c(=O)c3cccn3c3ccc(F)cc32)c1	-7%	-10%	2%	13%	1%	3%	61%[activator]	-17%	-7%
CCN(CC)S(=O)(=O)c1cccc(NC(=O)COC(=O)C2=COCCO2)c1	-14%	-4%	3%	10%	-9%	41%[activator]	22%	5%	-9%
CC(Sc1nnc(C2CCCCC2)n1N)C(=O)NCc1ccc2c(c1)OCO2 (stereo not given)	16%	-11%	7%	13%	16%	4%	12%	423%[activator]	4%
COc1ccc(CCNc2ncnc3c2c(-c2ccccc2)cn3-c2cccc(Cl)c2)cc1OC	-3%	-32%	-5%	7%[57.1 µM]	8%	-1%	11%	-14%	-6%
CCN(CC)S(=O)(=O)c1ccc(N2CCOCC2)c(NS(=O)(=O)c2ccc(C)cc2)c1	0%	12%[57.1 µM]	-4%	19%	20%	1%	33%	16%	-6%
COc1ccc([N+](=O)[O-])cc1NC(=O)C1(c2ccc(OC)c(OC)c2)CCOCC1	6%	-17%	-7%	13%[57.1 µM]	2%	13%	11%	-17%	-7%
CCCCCCCC(O)CC(CC1CCCCC1)C(=O)NN (stereo not given)	-34%	9%	7%	3%	12%	3%	75%[activator]	-10%	-8%
COc1ccc(C2CC(c3c(Cl)cccc3Cl)n3nc(N)nc3N2)cc1 (stereo not given)	-3%	-20%	-9%	20%	1%	-7%	18%	462%[activator]	-1%

Three entries from above, arranged by formula weight, largest number first.
SMILES	RGS4 inhibitor	JMJD2A Tudor inh	Pin1 inhibitor	TrxR1 inh	GLS inh	ERG Ets-DNA blk	HP1b chromo inh	12-LOX inh	PGK inhibitor
Cc1cccc(-c2noc(CCC(=O)N3CCN(c4cc(C)ccc4C)CC3)n2)c1	2%	6%	4%	11%	-2%	5%	89%[activator]	-20%	-1%
COc1cccc(NC(=S)N/N=C2\CC(C)(C)Oc3ccc(O)cc32)c1	0%	?	1%	-3%	26%	5%	?	32µM*	nt
CCCCCCCC(O)CC(CC1CCCCC1)C(=O)NN (stereo not given)	-34%	9%	7%	3%	12%	3%	75%[activator]	-10%	-8%

3 of the compounds above, with values under each structure.
Every second line gives: RGS4 inhibitor	JMJD2A Tudor inh	Pin1 inhibitor	TrxR1 inh	GLS inh	ERG Ets-DNA blk	HP1b chromo inh	12-LOX inh	PGK inhibitor
> CCN(CC)S(=O)(=O)c1cccc(NC(=O)COC(=O)C2=COCCO2)c1
  -14%	-4%	3%	10%	-9%	41%[activator]	22%	5%	-9%
> CC(Sc1nnc(C2CCCCC2)n1N)C(=O)NCc1ccc2c(c1)OCO2 (stereo not given)
  16%	-11%	7%	13%	16%	4%	12%	423%[activator]	4%
> COc1ccc(CCNc2ncnc3c2c(-c2ccccc2)cn3-c2cccc(Cl)c2)cc1OC
  -3%	-32%	-5%	7%[57.1 µM]	8%	-1%	11%	-14%	-6%

Following part
SMILES	RGS4 inhibitor	JMJD2A Tudor inh	Pin1 inhibitor	TrxR1 inh	GLS inh	ERG Ets-DNA blk	HP1b chromo inh	12-LOX inh	PGK inhibitor
N#Cc1ccccc1NC(=O)c1ccc2c(c1)OCCO2	16%	-11%	-6%	11%[57.1 µM]	-1%	-12%	10%	-1%	4%
CS(=O)(=O)N1CCCC(C(=O)N2CCN(c3cccc(Cl)c3)CC2)C1 (stereo not given)	3%	-15%	-4%	3%	1%	9%	3%	-1%	-7%
COc1ccc(C(=O)N(c2ccc(C)cc2)C2C=CS(=O)(=O)C2)cc1OC (stereo not given)	0%	-3%	-8%	23%	-1%	4%	37%	2%	3%
O=C(CSc1nnc(-c2ccncc2)o1)N1CCCCCC1	36%	-5%	-2%	26%[57.1 µM]	0%	-4%	12%	2%	-4%
Cc1sc(NC(=O)C2=COCCO2)nc1-c1ccc(Br)cc1	0%	-34%	-1%	13%[57.1 µM]	-8%	2%	-7%	5%	-2%
Cc1sc2ncn(CC(=O)N3CCN(c4ccc(F)cc4)CC3)c(=O)c2c1S(=O)(=O)N1CCOCC1	-7%	-7%	-3%	19%	1%	12%	0%	15%	-6%
COc1ccc(OC)c2[nH]c(=O)c(CCNC(=O)c3ccc(S(=O)(=O)N(C)C)cc3)cc12	-13%	-14%	9%	1%	5%	-8%	9%	0%	-15%
Cc1ccc(NC(=O)NNC(=O)c2snnc2C)cc1	10%[56.9 µM]	-16%	2%	-17%	19%	-4%	28%	9%	3%
COc1ccc2c(c1)CCc1c(C(=O)Nc3c(C)nn(Cc4ccc(Cl)cc4)c3C)noc1-2	11%	-7%	0%	-9%	5%	12%	7%	?	-6%
COc1ccc(C2N=C(c3ccccc3)C(C)(C)N2O)cc1 (stereo not given)	-12%	-5%	-12%	18%	4%	6%	21%	-1%	nt

Compounds listed so far that contain a COOH group, in the order listed:
SMILES	RGS4 inhibitor	JMJD2A Tudor inh	Pin1 inhibitor	TrxR1 inh	GLS inh	ERG Ets-DNA blk	HP1b chromo inh	12-LOX inh	PGK inhibitor
O=C(O)c1cc2c(s1)CCCC2	-50%	-12%	3%	17%[57.1 µM]	6%	2%	23%	-2%	-2%
Cc1ccc(-c2ccc(CCC(=O)O)n2-c2ccc(C)c(Cl)c2)cc1	-31%	?	nt	?	13%	7%	-19%	?	0%
CC(C)C[C@H](NC(=O)Nc1ccc(Oc2ccccc2)cc1)C(=O)O	-6%	-1%	12%	-9%	8%	nt	35%	-12%	-3%
